hgDAF12 agonist – hgDAF-12 agonism, primary luciferase screen; HEK293 GAL4-hgDAF12 UAS-luciferase reporter, agonist luminescence; normalized to butyrate control; activation, % at 6.8 µM; hit rate 1.8% among 370,000; AID 687014;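 active means activation above a cutoff set at the mean of all screened compounds plus 3 SD, cut at about 10% in these data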;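 further: 0% = DMSO wells and 100% = sodium butyrate wells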
hcDAF-12 act – H. contortus DAF-12 activation, primary screen. activation, % at 6.8 µM. HEK293 hcDAF-12 lit1-tk-luc reporter, luminescence; 0% DMSO, 100% Δ7-dafachronic acid. hit rate 1.4% among 370,000;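 active means activation above the mean of all tested compounds plus 3 SD, cut at about 5.5% in these data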;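 further: 100% = response to 3 µM Δ7-dafachronic acid high control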
GC-A act – GC-A (human) enzyme activation; HEK293 GC-A cells, cGMP TR-FRET, EC30 ANP; 0% at EC30 ANP, 100% saturating ANP; AID 1671463; P16066; activation, % at 10 µM; hit rate 0.14% among 370,000; in the data active means activation above about 40%
ADAM10 inh – ADAM10 inhibition, QFRET primary screen. O14672. recombinant ADAM10, EDANS/DABCYL FRET peptide cleavage, 3 h. inhibition, % at 7 µM. hit rate 0.62% among 370,000;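 active means inhibition above a per-campaign cutoff equal to the mean of compounds falling between control-based bounds plus 3 SD, cut at about 20% in these data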;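 further: 0% = DMSO wells while the 100% control is not disclosed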
sPLA2-III inh – Inhibits HGIII-sPLA2 liposome hydrolysis, primary screen | QFRET BODIPY PC-A2 liposome hydrolysis, fluorescence | hit rate 0.56% among 370,000 | inhibition, % at 12.2 µM | Q9NZ20;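 active means inhibition above mean plus 3 SD of compounds lying within the high and low control bounds, cut at about 19% in these data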;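 further: 0% = median of test compound wells and 100% = no enzyme DMSO wells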
Target sequence (Q9NZ20 whole entry, looked up): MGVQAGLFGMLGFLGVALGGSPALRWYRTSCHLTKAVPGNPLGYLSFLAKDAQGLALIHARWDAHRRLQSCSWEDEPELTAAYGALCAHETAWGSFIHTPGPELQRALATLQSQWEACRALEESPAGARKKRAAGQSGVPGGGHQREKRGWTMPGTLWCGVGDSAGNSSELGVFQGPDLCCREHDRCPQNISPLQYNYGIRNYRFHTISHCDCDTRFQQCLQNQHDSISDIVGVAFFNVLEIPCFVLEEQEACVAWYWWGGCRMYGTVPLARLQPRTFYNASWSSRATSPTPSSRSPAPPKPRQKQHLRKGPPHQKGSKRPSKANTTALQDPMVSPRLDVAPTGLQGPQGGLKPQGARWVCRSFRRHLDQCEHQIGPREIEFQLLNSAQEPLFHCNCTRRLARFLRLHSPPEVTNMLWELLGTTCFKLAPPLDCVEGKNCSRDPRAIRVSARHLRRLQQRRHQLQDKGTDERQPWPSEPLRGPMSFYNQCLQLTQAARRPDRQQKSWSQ
SMARCA2 act – SMARCA2 function activation, primary screen | MG213 cells, MMTV-luciferase reporter, dexamethasone, overnight | activation, % at 9.1 µM | hit rate 1% among 370,000 | AID 652017; in the data active means activation above about 7.8%;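 further: 0% = vehicle wells and 100% = reference activator wells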
GC-B act – GC-B (human) receptor activation; P20594; AID 1920062; hit rate 0.11% among 370,000; activation, % at 10 µM; HEK293-GC-B cells, CNP EC30, cGMP TR-FRET; 0% at EC30 CNP, 100% saturating CNP;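 active means activation at 10 µM reaching about 35% in either raw or pattern-adjusted values, limit read from the data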
GAA850 FXN act – increases GAA850 frataxin promoter reporter activity. activation, % at 6 µM. HEK293 lucGAA850 FXN promoter luciferase reporter, 24 h; percent of 10 µM SAHA response. hit rate 0.56% among 360,000;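 active means activation above the average of all compounds screened plus 3 SD, cutoff fixed separately per campaign, cut at about 7.5% in these data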;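 further: 0% = DMSO wells and 100% = 10 µM SAHA wells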
DAX1 inh-1 – NR0B1 (DAX1) inhibition. inhibition, % at 6.75 µM. P51843. HEK293 Gal4-DAX1 luciferase reporter, luminescence. AID 504766. hit rate 0.99% among 340,000;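 active means inhibition above the mean over all tested compounds plus 3 SD, cut at about 4.2% in these data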;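 further: 0% = DAX1-transfected cells with DMSO and 100% = empty-vector control cells with DMSO; inhibition shows as a rise in luminescence from relieved DAX1 repression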
Target sequence (P51843 207-470 limits assumed): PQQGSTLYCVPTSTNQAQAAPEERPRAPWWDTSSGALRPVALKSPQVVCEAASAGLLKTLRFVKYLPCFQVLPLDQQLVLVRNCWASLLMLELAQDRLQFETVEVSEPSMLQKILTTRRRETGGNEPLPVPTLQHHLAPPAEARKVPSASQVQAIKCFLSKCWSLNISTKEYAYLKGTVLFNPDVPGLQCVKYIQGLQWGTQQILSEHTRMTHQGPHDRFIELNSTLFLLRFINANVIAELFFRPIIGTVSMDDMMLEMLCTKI
ssDAF-12 act – activates DAF-12 receptor from parasite S. stercoralis | HEK293 ssDAF-12/GRIP1 lit1-tk-luc reporter, luminescence; % of 3 µM dafachronic acid response | activation, % at 6.8 µM | hit rate 1% among 370,000;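 active means activation above the mean over all tested compounds plus 3 SD, cut at about 0.9% in these data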;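 further: 0% = DMSO-only wells and 100% = 3 µM delta7-dafachronic acid wells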
DAX1 inh-2 – blocks DAX1 repression of SF-1 activated StAR promoter; AID 652010; inhibition, % at 6.8 µM; hit rate 1.1% among 370,000; HEK293T StAR-luciferase reporter, SF-1/DAX-1 repression relief;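 active means inhibition above the mean over all tested compounds plus 3 SD, cut at about 3.6% in these data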;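 further: 0% = DAX-1 cells with DMSO and 100% = cells lacking DAX-1 with DMSO; higher inhibition means more luminescence from relief of DAX-1 repression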
Starred values were filed as active, the others as inactive.

Results for CCN(CC(=O)Nc1ccccc1C(F)(F)F)C(=O)CSCc1ccc(C)cc1 ?
hgDAF12 agonist: -4.2; hcDAF-12 act: -1.2; GC-A act: -1; ADAM10 inh: -10; sPLA2-III inh: 7; SMARCA2 act: -1; GC-B act: -2; GAA850 FXN act: 1.0; DAX1 inh-1: -0.1; ssDAF-12 act: -1.7; DAX1 inh-2: -1.4

How did CCn1cc(C(=O)N2CCN(c3ccc(OC)cc3)CC2)c2cc(OC)c(OC)cc2c1=O do in these assays?
hgDAF12 agonist: -2.8; hcDAF-12 act: -1.3; GC-A act: -1; ADAM10 inh: 6; sPLA2-III inh: 0; SMARCA2 act: 2; GC-B act: 9; GAA850 FXN act: 2.3; DAX1 inh-1: -0.1; ssDAF-12 act: -1.8; DAX1 inh-2: 0.0

How did Cc1ccc(C)c(NC(=O)CN2C(=O)COc3ccc(S(=O)(=O)N4CCCC4)cc32)c1 do in these assays?
hgDAF12 agonist: -0.4; hcDAF-12 act: 0.5; GC-A act: -1; ADAM10 inh: -9; sPLA2-III inh: 5; SMARCA2 act: 0; GC-B act: -3; GAA850 FXN act: -1.8; DAX1 inh-1: 0.6; ssDAF-12 act: -0.9; DAX1 inh-2: -0.7

Results for CCOC(=O)c1sc(NC(=O)COC(=O)CNC(=O)C2CCCCC2)c(C(=O)OCC)c1C ?
hgDAF12 agonist: -0.5; hcDAF-12 act: -2.0; GC-A act: 1; ADAM10 inh: 1; sPLA2-III inh: -2; SMARCA2 act: -2; GC-B act: -2; GAA850 FXN act: 2.8; DAX1 inh-1: -1.1; ssDAF-12 act: -0.9; DAX1 inh-2: -0.4

What do the screens show for `OC(COCc1ccccc1)CN1CCCCC1` (configuration not stated)?
hgDAF12 agonist: 0.2; hcDAF-12 act: -0.4; GC-A act: 1; ADAM10 inh: 5; sPLA2-III inh: 4; SMARCA2 act: 1; GC-B act: 6; GAA850 FXN act: 3.0; DAX1 inh-1: 0.3; ssDAF-12 act: -0.8; DAX1 inh-2: 0.0

What do the screens show for `Cc1cc([N+](=O)[O-])nn1CC(=O)N1CCN(Cc2ccccc2)CC1`?
hgDAF12 agonist: 0.3; hcDAF-12 act: -1.0; GC-A act: 4; ADAM10 inh: 0; sPLA2-III inh: 0; SMARCA2 act: -1; GC-B act: 1; GAA850 FXN act: 0.3; DAX1 inh-1: 0.8; ssDAF-12 act: -0.9; DAX1 inh-2: 0.1

Results for COC(=O)[C@@]12CCCCC3=C1N(CCC3)C(=O)[C@H]2CC(=O)NCc1ccccc1 ?
hgDAF12 agonist: 1.1; hcDAF-12 act: -3.3; GC-A act: 2; ADAM10 inh: 0; sPLA2-III inh: -1; SMARCA2 act: 1; GC-B act: 2; ssDAF-12 act: -0.4; DAX1 inh-2: -0.9

Results for OCCN(Cc1ccccc1)Cc1ccc(Cl)cc1 ?
hgDAF12 agonist: -1.8; hcDAF-12 act: -2.6; GC-A act: -5; ADAM10 inh: -6; sPLA2-III inh: 12; SMARCA2 act: -4; GC-B act: -1; GAA850 FXN act: -0.7; DAX1 inh-1: -0.7; ssDAF-12 act: -1.9; DAX1 inh-2: 0.2

How did CC(C)C[C@H](NC(=O)N1CCOCC1)C(=O)N1CCC[C@H]1C(=O)NCc1ccccc1 do in these assays?
hgDAF12 agonist: 2.5; hcDAF-12 act: 0.1; GC-A act: 0; ADAM10 inh: -13; sPLA2-III inh: 14; SMARCA2 act: -1; GC-B act: -1; ssDAF-12 act: -0.1; DAX1 inh-2: -1.2

How did O=C(NCC1CCCO1)C1c2ccccc2C(=O)N1Cc1ccc2c(c1)OCO2 (configuration not stated) do in these assays?
hgDAF12 agonist: -0.9; hcDAF-12 act: -1.2; GC-A act: -5; ADAM10 inh: -11; sPLA2-III inh: 6; SMARCA2 act: 0; GC-B act: -8; GAA850 FXN act: 1.7; DAX1 inh-1: 0.3; ssDAF-12 act: -0.9; DAX1 inh-2: -0.1

What do the screens show for `O=C(O)CNC(=S)N(Cc1ccco1)Cc1ccccc1Cl`?
hgDAF12 agonist: -1.3; hcDAF-12 act: -2.3; GC-A act: 1; ADAM10 inh: -8; sPLA2-III inh: -1; SMARCA2 act: -2; GC-B act: 0; GAA850 FXN act: 3.8; DAX1 inh-1: 0.4; ssDAF-12 act: -1.5; DAX1 inh-2: -0.2

How did c1ccc(CCNC2=NCCS2)cc1 do in these assays?
hgDAF12 agonist: -0.3; hcDAF-12 act: 0.2; GC-A act: 0; ADAM10 inh: -3; sPLA2-III inh: 0; SMARCA2 act: 0; GC-B act: 0; GAA850 FXN act: -0.1; DAX1 inh-1: 0.0; ssDAF-12 act: -0.5; DAX1 inh-2: -0.3

What do the screens show for `Cn1c(C(=O)NC2CCCC2)cc2c(=O)n(C)c3ccccc3c21`?
hgDAF12 agonist: 1.6; hcDAF-12 act: -2.6; GC-A act: -1; ADAM10 inh: -34; sPLA2-III inh: 5; SMARCA2 act: 1; GC-B act: 16; GAA850 FXN act: 1.2; DAX1 inh-1: 2.4; ssDAF-12 act: -2.0; DAX1 inh-2: -0.4

How did COc1ccc(NC(=O)C(=O)NCCN2CCN(C(=O)c3cccc(Br)c3)CC2)cc1 do in these assays?
hgDAF12 agonist: -0.9; hcDAF-12 act: -2.9; GC-A act: 3; ADAM10 inh: -19; sPLA2-III inh: 0; SMARCA2 act: 1; GC-B act: -1; GAA850 FXN act: -1.8; DAX1 inh-1: 0.7; ssDAF-12 act: -1.2; DAX1 inh-2: 0.4

How did O=C(COC(=O)c1cc2ccccc2oc1=O)Nc1cccc(S(=O)(=O)N2CCCCCC2)c1 do in these assays?
hgDAF12 agonist: 4.7; hcDAF-12 act: 0.9; GC-A act: 2; ADAM10 inh: -11; sPLA2-III inh: 11; SMARCA2 act: -2; GC-B act: -4; GAA850 FXN act: 5.5; DAX1 inh-1: 0.6; ssDAF-12 act: 0.4; DAX1 inh-2: 0.2

What do the screens show for `O=C(NNC(=O)C1CCCCC1)c1ccco1`?
hgDAF12 agonist: -0.8; hcDAF-12 act: -0.7; GC-A act: 2; ADAM10 inh: 1; sPLA2-III inh: 2; SMARCA2 act: 3; GC-B act: 10; GAA850 FXN act: 0.8; DAX1 inh-1: 0.1; ssDAF-12 act: -1.2; DAX1 inh-2: 0.3

What do the screens show for `Cc1nc2nc(SCC(=O)N3CCOCC3)nn2c(C)c1Cc1ccccc1`?
hgDAF12 agonist: 1.9; hcDAF-12 act: -0.9; GC-A act: 2; ADAM10 inh: -3; sPLA2-III inh: 7; SMARCA2 act: 1; GC-B act: -4; GAA850 FXN act: -1.2; DAX1 inh-1: 0.0; ssDAF-12 act: -1.4; DAX1 inh-2: -0.4

Results for CC(C)Cn1c(N)c(C(=O)COC(=O)CCc2nc3ccccc3c(=O)[nH]2)c(=O)n(C)c1=O ?
hgDAF12 agonist: 0.0; hcDAF-12 act: 0.5; GC-A act: -2; ADAM10 inh: -6; sPLA2-III inh: -7; SMARCA2 act: 0; GC-B act: -6; GAA850 FXN act: 0.9; DAX1 inh-1: -0.1; ssDAF-12 act: -0.5; DAX1 inh-2: -0.1

How did Nn1c(SCC(=O)NC2CCCCC2)nnc1-c1n[nH]c2c1CCC2 do in these assays?
hgDAF12 agonist: -3.7; hcDAF-12 act: -2.9; GC-A act: 2; ADAM10 inh: -8; sPLA2-III inh: 17; SMARCA2 act: -3; GC-B act: 0; ssDAF-12 act: -0.9; DAX1 inh-2: -0.6

What do the screens show for `CCCN1CCN(C(=O)c2cc(COc3ccc4ncccc4c3)on2)CC1`?
hgDAF12 agonist: -1.9; hcDAF-12 act: -2.9; GC-A act: -1; ADAM10 inh: -19; sPLA2-III inh: 9; SMARCA2 act: -6; GC-B act: -1; GAA850 FXN act: -1.9; DAX1 inh-1: -3.3; ssDAF-12 act: -2.7; DAX1 inh-2: -1.7

What do the screens show for `COc1ccc(-n2c(=S)[nH]c3cc(C(=O)Nc4ccc(F)cc4)ccc3c2=O)c(OC)c1`?
hgDAF12 agonist: -3.6; hcDAF-12 act: -4.2; GC-A act: 6; ADAM10 inh: 4; sPLA2-III inh: 15; SMARCA2 act: -2; GC-B act: -1; GAA850 FXN act: -6.5; DAX1 inh-1: -1.8; ssDAF-12 act: -1.1; DAX1 inh-2: -1.0

Results for COC(=O)Cc1cnc(NC(=O)CSc2nc(C(C)C)cc(=O)[nH]2)s1 ?
hgDAF12 agonist: -1.3; hcDAF-12 act: -0.6; GC-A act: 3; ADAM10 inh: 4; sPLA2-III inh: 0; SMARCA2 act: -3; GC-B act: -2; GAA850 FXN act: 1.1; DAX1 inh-1: 0.5; ssDAF-12 act: -0.6; DAX1 inh-2: 0.0

Results for NNC(=O)COc1ccccc1[N+](=O)[O-] ?
hgDAF12 agonist: 3.8; hcDAF-12 act: -1.1; GC-A act: -2; ADAM10 inh: -5; sPLA2-III inh: -4; SMARCA2 act: 1; GC-B act: 6; GAA850 FXN act: 0.9; DAX1 inh-1: 0.3; ssDAF-12 act: -1.5; DAX1 inh-2: 0.0

Results for O=C(CSc1nc2ccccc2c(=O)n1CC1CCCO1)N1CCN(c2ccccc2)CC1 (configuration not stated) ?
hgDAF12 agonist: -1.5; hcDAF-12 act: -2.6; GC-A act: 0; ADAM10 inh: 1; sPLA2-III inh: -3; SMARCA2 act: -1; GC-B act: 5; GAA850 FXN act: -0.3; DAX1 inh-1: -0.5; ssDAF-12 act: -1.5; DAX1 inh-2: -1.4

What do the screens show for `Cc1nc2cc(C(=O)O)ccc2n1-c1ccccc1`?
hgDAF12 agonist: -3.2; hcDAF-12 act: -0.2; GC-A act: 2; ADAM10 inh: 4; sPLA2-III inh: -4; SMARCA2 act: 0; GC-B act: 0; GAA850 FXN act: -0.7; DAX1 inh-1: 0.5; ssDAF-12 act: -0.9; DAX1 inh-2: 0.0

Results for O=S(=O)(CCc1ccccc1)CS(=O)(=O)CCc1ccccc1 ?
hgDAF12 agonist: -0.1; hcDAF-12 act: 2.6; GC-A act: 0; ADAM10 inh: 2; sPLA2-III inh: -10; SMARCA2 act: -7; GC-B act: -5; GAA850 FXN act: -0.4; DAX1 inh-1: -0.6; ssDAF-12 act: -1.3; DAX1 inh-2: 1.2

Results for Cc1cc(NC(=O)c2ccc(S(=O)(=O)N(C)C)cc2)no1 ?
hgDAF12 agonist: 2.6; hcDAF-12 act: 1.7; GC-A act: 5; ADAM10 inh: -17; sPLA2-III inh: 7; SMARCA2 act: 0; GC-B act: 2; GAA850 FXN act: -1.5; DAX1 inh-1: 0.2; ssDAF-12 act: -1.5; DAX1 inh-2: -0.3

What do the screens show for `CCCC1(CCC)NC(=O)N(CC(=O)Nc2ccc(Cl)c(S(=O)(=O)N3CCOCC3)c2)C1=O`?
hgDAF12 agonist: -2.0; hcDAF-12 act: -2.1; GC-A act: -1; ADAM10 inh: 16; sPLA2-III inh: -31; SMARCA2 act: -8; GC-B act: 1; GAA850 FXN act: 0.2; DAX1 inh-1: 0.2; ssDAF-12 act: -1.4; DAX1 inh-2: 0.3
